WT yeast gro inh: growth inhibition of WT yeast, mitochondrial fusion screen. mitochondrial fusion phenotypic screen, WT strain. inhibition, % at 10 µM. 190,000 compounds, 2.1% hits. AID 1362; in the data active = inhibition above about 58%; tested in S. cerevisiae
AID2073: disruptors of CaV2.2 binding to Mint1 – biochemical, HTRF (AID 2073); HTRF protein-protein interaction, Mint1-CaV2.2; higher % means a stronger effect; inhibition, % at 20 µM, or IC50 in µM where a hit was titrated; 290,000 compounds, 0.19% hits; in the data active = inhibition mostly above about 51%, no sharp cut-off; inconclusive = no clear call, values can overlap the other calls; inactive = mostly below about 53%; note: some results filed as inactive read as strong as hits
Autophagy mod: modulators of autophagy; 190,000 compounds, 0.98% hits; calls only at 10 µM (by protocol); AID 463193; MEF GFP-LC3 puncta imaging; test concentration mostly 10 µM;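 active = percentage of spot-positive cells more than 3 SD above its plate mean, without a fluorescence outlier flag or 80% toxicity; inconclusive = no clear call, values can overlap the other calls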;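 note: spot-positive cell cutoff set from DMSO-treated cells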
RSV CPE inhibition: inhibition of RSV-induced cytopathic effect – HEp-2 cells, primary 10 µM value included (AID 2391); HEp-2 cells, RSV-induced CPE inhibition; higher % means a stronger effect; CPE inhibition, % at 10 µM; hits with a dose series show IC50 in µM; 310,000 compounds, 0.13% hits; in the data active = a potency from the dose series; inconclusive = CPE inhibition mostly from about 23% at the one dose, without a potency; inactive = the rest, 99 in 100 with CPE inhibition below about 21%; note: strong numbers were not always called active
LYP inhibition: inhibitors of LYP phosphatase, biochemical, fluorescence intensity, uHTS (AID 1779); recombinant LYP phosphatase, fluorescence intensity; higher % means a stronger effect; one-dose inhibition, % at 11.5 µM; IC50 in µM for titrated hits; 290,000 compounds, 0.054% hits; in the data active = inhibition above about 50%;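 note: plate controls were vehicle with enzyme for no effect and no enzyme for full effect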
GPR35 antagonists: inhibition of zaprinast-stimulated GPR35 beta-arrestin translocation – imaging, U2OS, beta-arrestin-GFP, zaprinast agonist, primary screen (AID 2058) | inhibition, % at 10 µM, or IC50 in µM where a hit was titrated | U2OS GPR35 beta-arrestin-GFP translocation imaging, zaprinast antagonism; higher % means a stronger effect | 290,000 compounds, 0.052% hits;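 active = inhibition of at least 50% with at least 30 cells and total cytoplasm GFP at most 10,000,000; inconclusive = under 30 cells or total GFP of 10,000,000 plus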
UTI89 phage lysis: protection from phage-mediated lysis, alamar blue read-out – E. coli UTI89, K1F phage, bacterial capsule biogenesis inhibitors (AID 488966); E. coli UTI89 K1F phage lysis, alamar blue, 2 h; higher % means a stronger effect; one-dose inhibition, % at 100 µM; IC50 in µM for titrated hits; 340,000 compounds, 0.02% hits;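 active = phage lysis inhibition, versus mean bacterial control, above a set limit; inconclusive = no clear call, values can overlap the other calls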;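 note: capsule biogenesis inhibitors block K1F phage lysis so surviving cells raise fluorescence; higher fluorescence means more inhibition of phage lysis; actives were called in the ten point dose series up to 300 µM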
NS5 inhibitors: Dengue-2 NS5 methyltransferase inhibitors, primary screen, biochemical, confirmation dose response (AID 588689) | 340,000 compounds, 0.3% hits | inhibition, % at 25 µM, or IC50 in µM where a hit was titrated | Dengue-2 NS5 methyltransferase capping enzyme assay, biochemical; higher % means a stronger effect; in the data active = a potency from the dose series; inconclusive = inhibition above about 29% without an active follow-up result
NTR1 agonist: agonists of NTR1, primary screen, imaging, U2OS cells, beta-arrestin-GFP, high content (AID 493036); P30989; NTR1-U2OS beta-arrestin-GFP spot imaging, agonist mode; activation, % at 20 µM; 330,000 compounds, 0.17% hits;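 active = activation at or above 40% of the spot to cytoplasm intensity ratio, with at least 20 cells analyzed; inconclusive = wells under 20 cells, flagged as cytotoxic or low count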;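 note: 0% = DMSO without peptide and 100% = 100 nM NTR1 peptide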
Target sequence (P30989 whole entry, looked up): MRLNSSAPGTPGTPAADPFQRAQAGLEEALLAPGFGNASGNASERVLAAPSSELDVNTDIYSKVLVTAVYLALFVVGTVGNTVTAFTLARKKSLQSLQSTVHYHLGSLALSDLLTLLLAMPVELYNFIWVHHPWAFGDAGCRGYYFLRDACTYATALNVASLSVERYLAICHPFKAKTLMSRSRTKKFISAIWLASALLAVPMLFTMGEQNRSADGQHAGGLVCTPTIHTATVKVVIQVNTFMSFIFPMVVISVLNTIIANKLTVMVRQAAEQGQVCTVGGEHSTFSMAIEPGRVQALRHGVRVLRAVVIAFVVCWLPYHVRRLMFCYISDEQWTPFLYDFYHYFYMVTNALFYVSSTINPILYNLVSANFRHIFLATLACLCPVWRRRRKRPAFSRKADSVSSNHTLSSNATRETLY
WT yeast gro inh mutant strain: recorded beside WT yeast gro inh, whose call it bears; inhibition, %; mitochondrial fusion phenotypic screen, mutant strain inhibition
Autophagy mod cell loss 18 h: recorded beside Autophagy mod, whose call it bears; toxicity, %; measured here: cell loss, nuclei count;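 cell loss after 18 h compound exposure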
NTR1 agonist cell count 20 µM: further read-out of NTR1 agonist, marked with its call; cell count; measured here: cell count, cytotoxicity flag
NS5 inhibitors pilot replicate: recorded beside NS5 inhibitors, whose call it bears; inhibition, %; measured here: pilot screen replicate inhibition
* marks the source's active call; other numbers are inactive results; i = inactive; u = inconclusive; x = not tested or not shown; + = active, no number; [ ] = another dose, or the depositor's remark.

SMILES	WT yeast gro inh	WT yeast gro inh mutant strain	AID2073	Autophagy mod	Autophagy mod cell loss 18 h	RSV CPE inhibition	LYP inhibition	GPR35 antagonists	UTI89 phage lysis	NS5 inhibitors	NTR1 agonist	NTR1 agonist cell count 20 µM	others
Cc1ccc(C(=O)NNC(=O)CCC(=O)Nc2cc(C)on2)cc1	-2.6	9.2	3.0%	i	31.5	0.7%	0.2%	-15.1%	1.8%	0.0%	1.2	50
CCCCCCOc1ccc(C(=O)n2cnc(N)n2)cc1	-30.0	-3.4	-2.4%	i	-10.9	1.0%	-5.1%	-10.5%	-0.3%	-4.8%	1.2	55
Cc1ccc(/C(N)=N/OC(=O)CCC2CCCCC2)cc1	0.1	-4.5	44.1%	i	2.4	0.2%	-0.2%	2.9%	0.5%	-2.7%	4.7	86	NS5 inhibitors pilot replicate=2.0
Cc1ccc(S(=O)(=O)N2CCOCC2)cc1NC(=O)COC(=O)Cc1ccsc1	-5.7	-4.8	21.9%	i	-11.4	0.7%	1.1%	-10.2%	0.2%	0.9%	-0.1	82
CCCCn1c(N)c(N(CCC(C)C)C(=O)C2=COCCO2)c(=O)[nH]c1=O	x	x	2.6%	x	x	1.6%	-8.3%	-6.8%	0.1%	-4.2%	1.3	51
O=C(NCC(=O)N1CCN(S(=O)(=O)c2cccs2)CC1)c1ccc(Cl)cc1	8.4	3.4	2.4%	i	12.4	1.1%	-9.5%	-5.7%	0.5%	-5.2%	1.0	39
COc1ccc(NC(=O)CNC(=O)c2ccc([N+](=O)[O-])cc2)cc1	-16.6	-20.6	10.9%	i	-4.2	0.8%	-3.0%	-4.6%	0.5%	-14.3%	-2.0	47
COc1ccc(-c2csc(Nc3ccc(O)cc3)n2)cc1	5.5	-18.6	-3.3%	+	17.3*	u	-4.4%	15.0%	0.0%	0.0%	5.4	57
N/C(=N\OC(=O)CCC1CCCC1)c1ccc(Cl)cc1	x	x	-2.7%	x	x	0.8%	-10.7%	2.0%	0.1%	-8.4%	4.1	66
COc1ccc(NC(=O)COC(=O)c2cc(C)oc2C)c([N+](=O)[O-])c1	x	x	x	x	x	1.0%	x	x	0.6%[50 µM]	6.6%	6.3	60
COc1ccccc1NC(=O)c1c[nH]c2ccccc12	x	x	u	x	x	14.1%	-3.3%	-3.2%	0.2%	-2.6%	-0.4	90
O=C(c1ccccc1)c1nc2c(n1O)CCCCC2	4.2	10.5	0.6%	i	-20.0	0.3%	2.2%	14.6%	-0.1%	1.5%	-1.4	64
CCOC(=O)c1ccc(CN2C(=O)c3ccccc3S2(=O)=O)cc1	x	x	1.3%	x	x	1.5%	-12.8%	10.6%	-0.7%	1.6%	2.2	66
Cc1cc(Cl)ccc1NC(=O)COC(=O)c1cc([N+](=O)[O-])ccc1N1CCOCC1	x	x	x	x	x	-0.3%	x	x	0.7%[50 µM]	-3.0%	1.2	61
CCN1CCCC1CNC(=O)CSc1cc(=O)n(CC)c2ccccc12 (centres undefined)	-4.5	2.5	9.4%	i	6.7	-1.6%	-5.6%	2.5%	2.2%	-14.5%	-0.6	79
CCN(CC)C(=O)CSc1nc2c(sc(=S)n2-c2ccccc2)c(=O)n1Cc1ccco1	-25.2	-9.2	1.7%	i	-2.9	7.9%	4.1%	-5.4%	-0.1%	12.8%	6.8	73	NS5 inhibitors pilot replicate=7.9
S=C(Nc1ccccc1Cl)N(CCCN1CCOCC1)Cc1ccco1	-1.4	6.2	-23.9%	i	2.7	0.3%	-0.1%	-14.7%	0.0%	1.3%	1.0	59
CCOP(C)(=O)C1(C(=O)OCc2ccccc2)CC1 (centres undefined)	0.6	8.3	24.6%	i	-3.1	0.5%	-4.3%	-14.0%	0.3%	-14.8%	0.6	64
CC1(C)CC(=O)C(N=Nc2c(F)cccc2F)=C(O)C1	x	x	8.3%	x	x	x	-7.7%	-13.3%	x	x	-0.2	58
Cc1cc(-c2c(C)[nH]n(-c3ccccc3)c2=O)n[nH]1	-5.5	12.4	-5.9%	i	-18.1	2.1%	-3.7%	-15.6%	0.4%	-7.1%	-0.5	89
COc1ccc(C)cc1Nc1cc(C)nc2ncnn12	-10.2	-1.3	3.8%	i	0.3	1.2%	-3.7%	-2.8%	-3.9%	0.7%	-1.0	62
Cc1nc2nc(-c3ccco3)nn2c(C)c1Cl	15.5	-3.9	14.7%	i	-4.3	7.2%	-10.0%	-1.8%	1.4%	2.7%	-0.4	54
O=C(NC12CC3CC(CC(C3)C1)C2)c1ccc(S(=O)(=O)N2CCOCC2)cc1	2.5	-14.1	7.8%	i	7.7	1.3%	0.9%	-1.2%	0.0%	-2.8%	-0.8	51
COc1cccc(NC(=O)Nc2nnc(Cc3ccccc3F)s2)c1	x	x	11.9%	x	x	18.9%	-2.2%	6.4%	0.2%	-1.3%	2.5	64
O=[N+]([O-])c1cc(-c2csc(NCCc3nc4cc(C(F)(F)F)ccc4n3CCCO)n2)ccc1Cl	x	x	x	x	x	2.6%	x	x	1.1%	-4.8%	21.2	74
Cc1cccc(C)c1NC(=O)COC(=O)COc1ccc2c(C)cc(=O)oc2c1	-10.5	-7.0	14.7%	i	-8.5	0.6%	-3.1%	-7.6%	0.5%	-4.5%	-2.5	63
CN(C)CCn1c2c(c(SCC(=O)Nc3cccc4ccccc34)nc1=O)CCCC2	x	x	x	x	x	-3.1%	x	x	0.6%[50 µM]	-7.9%	0.2	73
CCOc1ncccc1C(=O)N1CCCSC1=Nc1ccccc1OC	-4.6	11.0	-1.0%	i	11.6	-1.6%	-0.4%	-14.7%	0.1%	-1.5%	-0.8	56
Cc1ccc(S(=O)(=O)N2CC3(C)CN(S(=O)(=O)c4ccc(C)cc4)CC(C)(C2)C3=O)cc1	14.4	-3.5	-3.1%	i	-1.3	0.3%	-6.4%	3.0%	1.9%	-2.4%	7.6	57
CC(=O)NCCc1nc2ccccc2n1Cc1ccc(C)cc1	-8.2	-0.3	-5.1%	i	14.5	1.9%	-8.8%	13.2%	-1.4%	2.8%	-2.1	86
CCOc1ccc(-c2ccc(SCC(=O)Nc3nnc(CC)s3)nn2)cc1	4.8	10.3	10.1%	i	-2.6	-0.3%	-6.5%	1.2%	0.1%	-2.3%	-0.3	47
Cc1ccc(-c2nc(CS(=O)(=O)CC(=O)NCCCN3CCOCC3)c(C)o2)cc1	x	x	7.4%	x	x	0.9%	-9.6%	8.0%	-0.5%	5.4%	-0.6	57
O=C(COC(=O)CNC(=O)c1ccc(Cl)c([N+](=O)[O-])c1)NC(=O)CN1CCCC1=O	x	x	x	x	x	-2.0%	x	x	1.2%[50 µM]	-11.5%	0.1	68
O=S(=O)(NCC(c1ccco1)N1CCN(c2ccc(F)cc2)CC1)c1ccc(F)cc1 (centres undefined)	-5.0	-11.4	-2.3%	i	13.5	3.8%	-3.8%	x	2.1%[50 µM]	3.3%	0.5	63
Cc1ccc(-n2c(C)cc(/C=C3\NC(=O)NC3=O)c2C)c(C)c1	12.0	-18.2	-0.5%	i	-1.6	u	6.2%	19.1%	-1.8%[50 µM]	-7.1%	2.9	74
Cc1ccccc1CNC(=O)CCC(=O)N1Cc2ccccc2Oc2ncccc21	x	x	8.8%	x	x	4.9%	-10.5%	-4.6%	0.3%	-0.9%	-0.1	59
CCn1c(C(=O)O)c(CC(=O)Nc2ccc(Br)cc2C)c2ccccc21	x	x	7.6%	x	x	0.9%	-6.2%	-9.1%	0.1%	4.0%	-1.1	108
CCCCOc1ccc(C(O)(CC)CCN2CCOCC2)cc1 (centres undefined)	-4.8	8.6	-2.1%	i	-5.6	-0.5%	-9.0%	-4.3%	6.2%	-10.2%	0.1	51
Cc1nn(C)c(C)c1NC(=O)CSc1nc(C2CC2)nc2c1cnn2-c1ccccc1	-7.0	18.7	15.3%	i	9.1	5.1%	-4.4%	2.1%	0.9%	-3.9%	-1.6	82
COCCNC(=S)Nc1ccc2[nH]c(=O)[nH]c2c1	-2.3	-0.5	18.1%	i	-1.1	0.8%	-8.1%	-12.9%	0.5%	1.5%	1.4	56
COC(=O)C1=C(C)NC2=C(C(=O)c3ccccc32)C1c1cccc(OC)c1 (centres undefined)	x	x	-6.1%	x	x	1.8%	-5.5%	4.7%	0.3%	-4.7%	-1.1	50
CCOC(=O)C1CCN(C(=O)CCCN2C(=O)c3ccccc3C2=O)CC1	-7.0	4.0	0.2%	i	-6.8	1.4%	3.6%	-12.0%	0.3%	-4.8%	-1.3	65
CCCN1CCN(C(=O)C2CCCN(c3ncnc4c3nc3n4CCCCC3)C2)CC1 (centres undefined)	x	x	18.0%	x	x	-1.5%	-7.0%	1.2%	0.3%	-4.9%	0.9	50
CCOC(=O)c1c(CSc2nc(C)cc(C)c2C#N)n(C)c2cc(Br)c(OC(C)=O)cc12	-7.9	7.5	1.4%	i	3.0	2.2%	-3.1%	-13.9%	1.2%[50 µM]	0.3%	-0.4	63
COC(=O)COc1ccc(S(=O)(=O)N2CCCCC2)cc1[N+](=O)[O-]	6.2	2.5	7.3%	i	-1.1	2.3%	-2.0%	-3.6%	-0.5%	0.7%	4.6	38
Cc1ccc(S(=O)(=O)N2CCOCC2)cc1NC(=O)COc1ccc(-c2nnco2)cc1	-11.9	1.6	-0.8%	i	0.3	1.2%	-2.9%	2.1%	0.7%	-2.3%	1.1	52

A stretch of the results above, as a working copy:
SMILES	WT yeast gro inh	WT yeast gro inh mutant strain	AID2073	Autophagy mod	Autophagy mod cell loss 18 h	RSV CPE inhibition	LYP inhibition	GPR35 antagonists	UTI89 phage lysis	NS5 inhibitors	NTR1 agonist	NTR1 agonist cell count 20 µM	others
CCn1c(C(=O)O)c(CC(=O)Nc2ccc(Br)cc2C)c2ccccc21	x	x	7.6%	x	x	0.9%	-6.2%	-9.1%	0.1%	4.0%	-1.1	108
CCCCOc1ccc(C(O)(CC)CCN2CCOCC2)cc1 (centres undefined)	-4.8	8.6	-2.1%	i	-5.6	-0.5%	-9.0%	-4.3%	6.2%	-10.2%	0.1	51
Cc1nn(C)c(C)c1NC(=O)CSc1nc(C2CC2)nc2c1cnn2-c1ccccc1	-7.0	18.7	15.3%	i	9.1	5.1%	-4.4%	2.1%	0.9%	-3.9%	-1.6	82
COCCNC(=S)Nc1ccc2[nH]c(=O)[nH]c2c1	-2.3	-0.5	18.1%	i	-1.1	0.8%	-8.1%	-12.9%	0.5%	1.5%	1.4	56
COC(=O)C1=C(C)NC2=C(C(=O)c3ccccc32)C1c1cccc(OC)c1 (centres undefined)	x	x	-6.1%	x	x	1.8%	-5.5%	4.7%	0.3%	-4.7%	-1.1	50

Screening results deposited in PubChem BioAssay by several laboratories.
